CXXC DNA block – MLL CXXC-DNA interaction inhibition; Q03164; MLL-CXXC / FITC-HOXA9 DNA fluorescence polarization; Potency, µM (top dose mostly 115 µM), without a hit: at the top dose activity change, negative = inhibition, actives largely listed as inhibitors; 0.037% of 290,000 active; active = well fitted inhibition curve with a large enough effect in the polarisation, with a control signal flat, not every such curve was filed as active; inconclusive = small, poorly fitted or top-dose-only effect, or effect the other way, or a change in a side signal; inactive = no such curve, though single readings can be large or run the other way; the % refers to the polarisation; also: potency is read from the fitted curve at half-maximal effect
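Purified MLL-CXXC (added from a 7 uM solution) was preincubated 5 min at ambient with pinned compounds in 50 mM Tris-HCl pH 7.5, 50 mM NaCl, 1 mM DTT, 0.05% BSA. Fluorescein-labeled HOX-A9 DNA (50 nM solution) followed, 30 min, then polarization read.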
TRPV1 ag – activates the human vanilloid receptor TRPV1; TRPV1-expressing cells, Fluo-8 calcium influx, agonist mode; activation, % at 8.33 µM; 0.19% of 320,000 active; AID 540275; in the data active = activation above about 80%; inconclusive = between about 30% and that limit; also: 0% is about no effect
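Cells expressing TRPV1 were dye-loaded with Fluo-8 and read kinetically: 10 s baseline, 3 min after compound (agonist portion), then 2 min after EC20 capsaicin (allosteric enhancer portion). Calcium-bound dye fluorescence at 480/520 nm.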
GALK inh – galactokinase (human) inhibition; AID 1868; P51570; 0.007% of 270,000 active; Purified GALK, Kinase-Glo residual ATP luminescence; Potency, µM (titrated, usually from 57.5 µM), inactives show at the highest dose activity change, negative = inhibition, usual class: inhibitors; also: potency is read from the fitted curve at half-maximal effect; % is scaled to controls: 0 for no effect and ±100 for the full control effect
Target sequence (P51570 whole entry, looked up): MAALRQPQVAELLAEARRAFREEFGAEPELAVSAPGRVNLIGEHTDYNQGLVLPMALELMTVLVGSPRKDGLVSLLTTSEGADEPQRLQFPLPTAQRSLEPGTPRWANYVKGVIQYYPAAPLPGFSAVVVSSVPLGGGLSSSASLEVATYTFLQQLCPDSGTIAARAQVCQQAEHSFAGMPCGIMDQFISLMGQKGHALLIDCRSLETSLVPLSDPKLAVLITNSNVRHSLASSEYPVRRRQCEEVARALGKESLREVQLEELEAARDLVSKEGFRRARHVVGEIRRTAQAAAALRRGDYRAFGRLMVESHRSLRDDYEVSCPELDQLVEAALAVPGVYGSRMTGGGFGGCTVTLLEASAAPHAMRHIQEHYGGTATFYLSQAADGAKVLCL
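The enzyme phosphorylates galactose (100 uM) using ATP (35 uM); inhibition is detected as higher residual ATP, quantified by bioluminescence after 1 h reaction at room temperature, pH 8.0.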
USP2a block – USP2a (human) protease inhibition | O75604 | USP2 core, Ub-CHOP2 coupled fluorogenic reporter, 485/531 | Potency, µM (series often up to 38.3 µM), for the others: top-dose activity change, negative = inhibition, usual class: inhibitors | 0.01% of 330,000 active;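 also: potency is read from the fitted curve at half-maximal effect; plate controls were DMSO wells for no effect and full inhibition by NEM control for full effect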
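Cell-free coupled assay: 10nM USP2 core preincubated 30min RT with compound in Tris-HCl pH 8.0/CaCl2/CHAPS buffer, then 25nM Ub-CHOP2 and 25nM reporter substrate; fluorescence (Ex 485/Em 531) read after 60min RT, normalized to NEM inhibition, concentration-response curves fitted.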
KCNH2 3.1 block – blocks the human KCNH2 3.1 channel isoform; U2OS KCNH2 3.1, thallium flux FluxOr; hits give low values; 0.95% of 340,000 active; AID 720553; activity change, % (tested at about 1.8 µM);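 active = maximum activity change below -70%; inconclusive = maximum activity change from -70% to -50%; inactive = maximum activity change above -50%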;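 also: thallium influx rate constant from kinetic fluorescence after stimulation buffer; % is scaled to controls: 0 for no effect and ±100 for the full control effect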
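Thallium flux read-out: FluxOr dye with Red40 quencher in HBSS/HEPES, 45 min at RT. Rate constants from kinetic reads were normalized to positive and negative DMSO controls. Cells: U2OS virally expressing the 3.1 isoform.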
Menin-MLL TR inh – inhibitors of human menin-MLL interaction, mutant MLL peptide | O00255 | Menin + Texas Red MLL mutant peptide, fluorescence polarization | Potency, µM (titrated, usually from 61.6 µM), for the others: at the top dose FP activity change, negative = inhibition, hits mostly inhibitors | AID 1768 | 0.23% of 270,000 active; active = well fitted inhibition curve with a large enough effect in the polarisation, with a control signal flat, not every such curve was filed as active; inconclusive = small, poorly fitted or top-dose-only effect, or effect the other way, or a change in a side signal; inactive = no such curve, though single readings can be large or run the other way; the % refers to the polarisation; also: potency is read from the fitted curve at half-maximal effect; % of control where 0% means no effect; many of its hits are not listed in these tables
PKM2 activator – activators of human pyruvate kinase M2; P14618; purified PKM2, Kinase-Glo ATP luminescence, activation; response scale: 0% is enzyme alone, no compound; Potency, µM (series often up to 57.5 µM), inactives show at the highest dose activation, hits mostly activators; 0.34% of 260,000 active; AID 1631; also: potency is read from the fitted curve at half-maximal effect; % is scaled to controls: 0 for no effect and ±100 for the full control effect; nearly all actives have a fitted effect of over 55% in size
Target sequence (P14618 whole entry, looked up): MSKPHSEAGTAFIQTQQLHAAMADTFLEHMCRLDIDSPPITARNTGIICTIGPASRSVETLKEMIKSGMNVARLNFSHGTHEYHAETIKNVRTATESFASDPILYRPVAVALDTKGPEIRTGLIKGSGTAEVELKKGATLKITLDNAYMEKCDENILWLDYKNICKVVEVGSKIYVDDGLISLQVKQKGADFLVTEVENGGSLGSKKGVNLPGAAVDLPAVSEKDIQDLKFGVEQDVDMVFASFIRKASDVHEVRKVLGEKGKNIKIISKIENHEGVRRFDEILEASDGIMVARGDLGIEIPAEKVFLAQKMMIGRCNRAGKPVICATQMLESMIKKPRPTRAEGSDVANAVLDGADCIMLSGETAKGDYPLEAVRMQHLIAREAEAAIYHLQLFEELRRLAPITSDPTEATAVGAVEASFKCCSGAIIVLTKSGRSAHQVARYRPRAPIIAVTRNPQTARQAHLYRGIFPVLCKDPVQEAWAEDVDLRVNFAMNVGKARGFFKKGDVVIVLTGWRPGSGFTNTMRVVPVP
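Purified hPK-M2 (>95% pure) converted ADP (0.1 mM final) to ATP with 0.5 mM PEP in 50 mM imidazole pH7.2, KCl, MgCl2, Tween 20, BSA; 1 h at room temperature. ATP detected by Kinase-Glo luminescence.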
hERG WT inh – inhibitors of human wildtype KCNH2 potassium channel; AID 720551; 0.37% of 340,000 active; U2OS, BacMam KCNH2, thallium flux FluxOr; hits give low values; activity change, % at 1.84 µM;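 active = maximum activity change below -70%; inconclusive = maximum activity change between -70% and -50%; inactive = maximum activity change above -50%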; also: % is scaled to controls: 0 for no effect and ±100 for the full control effect
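U2OS cells were transduced with wild-type KCNH2 virus (2.03 x 10^8 / mL) for 4 h at room temperature, then cultured overnight at 37 C. Thallium flux was read with FluxOr dye. Rate constants were normalized to DMSO controls.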
Giardia killer – kills Giardia lamblia | Giardia lamblia trophozoite viability | activity change, % at 7.66 µM, hits read low | 0.15% of 340,000 active; in the data active = activity change below about -80%; inconclusive = between about -30% and that limit;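 also: parasites exposed to compound for two days anaerobically before the ATP read; % is scaled to controls: 0 for no effect and ±100 for the full control effect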
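Luminescent ATP signal served as the viability read-out, measured 15-30 min after adding ATP detection reagent to trophozoites that had been incubated with compounds for 48 hrs at 37 deg C anaerobically at 100 cells/well.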
FBPA coupling cs – counter-screen for Giardia aldolase inhibitors: coupling enzyme system; activity change, negative = inhibition, % at 58.2 µM, hits read low; 0.67% of 290,000 active; coupling enzyme system counterscreen, AmpLite Red fluorescence; in the data active = activity change below about -30%; also: % is scaled to controls: 0 for no effect and ±100 for the full control effect
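Fluorescence at 525 nm excitation and 598 nm emission measured inhibition of the coupled detection system without aldolase. Compounds (at 57.5 uM final) were preincubated 10 min at room temperature with coupling enzyme reagent before a 20 min substrate/AmpLite Red step.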
B2AR arrestin – agonists driving beta-arrestin recruitment to human beta2-adrenergic receptor; beta-arrestin recruitment to beta2AR, cell-based reporter; Potency, µM (doses to about 46.1 µM), for inactives: at the top dose activation, most hits filed as activators; 0.02% of 330,000 active; P07550;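 also: potency is read from the fitted curve at half-maximal effect; 0% = DMSO controls and full agonism = EC100 isoproterenol or metaproterenol; nearly all actives have a fitted effect of over 65% in size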
An asterisk follows results filed as active; ? = inconclusive; / = no result given; [ ] = remark or other dose. Unless noted, calls follow the shape of the dose curve; as a rule, active = well fitted curve in the direction sought with a large enough effect; inconclusive = small, poorly fitted or top-dose-only effect, or another doubt; inactive = no such curve, though single readings can be large; an effect the other way counts as inactive or inconclusive. This is a subset; count on the stated rates, not on these rows.

mol	CXXC DNA block	TRPV1 ag	GALK inh	USP2a block	KCNH2 3.1 block	Menin-MLL TR inh	PKM2 activator	hERG WT inh	Giardia killer	FBPA coupling cs	B2AR arrestin
COc1ccc(S(=O)(=O)N(C)CC(=O)NC2CCCC2)cc1Cl	6%	-1	0%	-2%	-4	8%	2%	4	-1	1	-0.3%
CC(=O)NS(=O)(=O)c1ccc(NC(=O)c2cccc(OCc3c(C)noc3C)c2)cc1	/	-4	/	-5%	-11	/	/	-1	-7	/	-0.4%
CCN(c1ccc(NC(=O)c2cccc(S(=O)(=O)N3CCN(C)CC3)c2)cc1)C(C)C	-16%	-3	-4%	1%	?	/	2%	18	-8	/	0.4%
Cc1ccc(NC(=S)N(CCN(C)C)Cc2cccs2)cc1	15%	9	0%	-2%	-4	-15%	3%	4	10	-3	-0.1%
COc1ccc(CCNC(=S)N2CCN(S(=O)(=O)c3ccc(Cl)cc3)CC2)cc1	-1%	0	-3%	-2%	-10	/	6%	-2	7	/	-0.3%
CC(NC(=O)NC1CCCCC1)C(c1cccs1)N1CCN(Cc2ccccc2)CC1 (stereo unspecified)	6%	15	-4%	1%	-6	-24%	-1%	18	3	-1	-0.3%
O=C(COC(=O)c1ccc(Br)c(S(=O)(=O)N2CCOCC2)c1)NCCc1ccccc1	/	/	/	-3%	-2	/	/	-5	-6	/	-0.2%
CN1CCCc2cc3c(C(F)(F)F)cc(=O)oc3nc21	28µM*	18	0%	6%	-25	-2%	-2%	-4	12	3	-0.4%
COc1ccccc1C1OC(c2cccc([N+](=O)[O-])c2)=NN1C(C)=O (stereo unspecified)	6%	-1	-2%	-4%	-6	-2%	1%	8	2	1	-0.1%
O=C(Cc1cccc2ccccc12)N/N=C/c1ccncc1	2%	?	3%	1%	-4	1%	0%	-6	6	1	0.1%
Cc1ccc(OCC(=O)Nc2cc(-c3nn4c(C)nnc4s3)ccc2C)cc1	3%	-2	1%	-1%	6	-17%	1%	1	6	0	-0.6%
Cn1c(NCc2ccco2)nc2c1c(=O)n(Cc1ccc(Cl)cc1Cl)c(=O)n2C	-1%	4	-2%	1%	-1	14%	10%	18	4	-3	-1.0%
CCOC(=O)/C(=C/c1ccc(N2CCC(c3ccccc3)=N2)cc1)C(C)=O	?	19	/	6%	-27	-21%	1%	-29	1	-1	-0.7%
Cc1cc2ccccc2n1CCNC(=O)C(C)C	3%	?	1%	1%	-7	?	0%	3	58[activator]	-2	-0.1%
Cc1cc(C(=O)NCCC2=CCCCC2)c(C)o1	4%	28	0%	2%	2	-16%	14%	-29	-5	0	5.2%
COc1cccc(NC(=O)CN(C)C(=O)c2ccc3[nH]c4c(c3c2)CC(C)CC4)c1 (stereo unspecified)	/	-2	/	0%	-18	/	/	9	14	/	0.6%
CN1CCN(CC(=O)N2c3ccccc3Sc3ccccc32)CC1	0%	1	0%	1%	-24	0%	/	-6	-14	3	0.3%
CC(C)CN(C(=O)CCc1ccccc1Cl)c1c(N)n(Cc2ccccc2)c(=O)[nH]c1=O	/	1	/	-1%	-9	/	/	8	2	/	-0.4%
COc1ccccc1Oc1nc2ccccn2c(=O)c1/C=C(\C#N)C(=O)Nc1c(C)n(C)n(-c2ccccc2)c1=O	-6%	-5	4%	3%	7	/	3%	0	-16	1	3.1%
Cc1nc2c3cc(F)ccc3n(Cc3ccc(F)cc3)c2s1	9%	-5	0%	0%	-5	-18%	-5%	0	-20	1	-0.1%
Cc1cc(C(=O)N2CCCC(CO)(Cc3ccc(F)cc3)C2)c(C)o1 (stereo unspecified)	-2%	5	-7%	-2%	-6	/	15%	-2	-12	/	1.0%
Cc1cc(C(=O)OCC(=O)NCc2ccccc2Cl)c(C)o1	4%	13	15%	1%	6	?	-1%	-1	20	0	-0.2%
COc1ccc(-c2c3c(=O)n(C)c(=O)n(C)c3cn2C2CCCCC2)cc1	5%	22	-2%	-3%	-1	-28%	-9%	8	-2	-2	0.3%
CCOc1ccc2nc(Nc3nc(CSc4nnnn4-c4ccccc4)cc(=O)[nH]3)nc(C)c2c1	27%	3	-3%	1%	14	-1%	0%	-18	-13	-1	0.0%
Cn1c(=O)c(=O)n(C)c2cc(S(=O)(=O)NCCc3ccccc3)ccc21	-2%	-2	-3%	-1%	9	7%	24%	-7	-11	5	0.3%
CCC(C)Sc1ccc(-c2nc3cc(C)ccn3c2NC2CCCCC2)cc1 (stereo unspecified)	/	/	/	-2%	-21	/	/	-13	-14	/	-1.4%
CCn1cc(C(=O)O)c(=O)c2cnc(N3CCN(C(=S)NC(=O)c4ccc(OC)cc4)CC3)nc21	16%	-1	1%	1%	-3	-21%	/	-1	2	2	0.1%
O=C(NCc1ccc(Cl)cc1)C(=O)NCC1OCCCN1S(=O)(=O)c1cccs1 (stereo unspecified)	4%	-1	3%	0%	7	/	0%	1	5	/	-0.4%
Nc1nnc(SCCCC(=O)c2ccc(Br)cc2)s1	7%	-5	0%	5%	-7	-14%	7%	3	15	3	-0.3%
CC(=O)Cc1nsc(NC(=O)c2ccc(COc3ccccc3)o2)n1	14%	3	-4%	0%	9	?	0%	3	-3	8	-0.3%
Cc1ccc(CN(C)C(=O)c2c(C)nn(-c3ccccc3)c2C)cc1	0%	3	-4%	7%	-9	-19%	-2%	1	5	0	0.2%
CC(C)NC(=O)Nc1cccc2c1O[C@H](CN(C)C(=O)NC1CCCCC1)[C@@H](C)CN([C@H](C)CO)C2=O	/	/	/	1%	-3	/	/	12	53[activator]	/	-0.3%
Cc1[nH]nc2c1C(CCc1ccccc1)C(C#N)=C(N)O2 (stereo unspecified)	13%	-1	5%	-1%	-1	9%	2%	11	-7	-1	-0.1%
CCN(CC(=O)N1CCCC1)S(=O)(=O)c1ccc2ccccc2c1	-2%	5	-1%	1%	2	-7%	-4%	10	3	-1	-0.4%
Cc1cccc(-n2c(SCC(N)=O)nc3c(c2=O)C2(CCCCC2)Cc2ccccc2-3)c1	-4%	26	-1%	1%	1	4%	4%	-7	31[activator]	2	0.2%
O=C(NCc1cccnc1)C1CC(=O)N(c2ccc(Cl)cc2)C1 (stereo unspecified)	10%	-4	-12%	0%	-6	10%	-5%	-4	7	0	-0.1%
CCOC(=O)c1ccc2c(c1)N(C)C(=O)c1ccccc1S2	5%	4	6%	1%	3	-12%	/	-3	-3	4	0.4%
CCc1cccc2c(C(=O)CSc3nnc(C4CC4)o3)c[nH]c12	/	6	/	-1%	-14	/	/	-6	3	/	-1.6%
CCCCc1c(C)nc2nc(SCc3ccc(Cl)cc3)[nH]n2c1=O	-7%	2	-5%	-6%	1	14%	/	-1	17	8	0.0%
Cc1c(Cl)cccc1NC(=O)Nc1ccccc1C(N)=O	14%	12	8%	2%	-16	25%	-14%	/	-1	0	0.1%

Shown as labelled records: entries from further up.
Cc1ccc(CN(C)C(=O)c2c(C)nn(-c3ccccc3)c2C)cc1
  CXXC DNA block: 0%	TRPV1 ag: 3	GALK inh: -4%	USP2a block: 7%	KCNH2 3.1 block: -9	Menin-MLL TR inh: -19%	PKM2 activator: -2%	hERG WT inh: 1	Giardia killer: 5	FBPA coupling cs: 0	B2AR arrestin: 0.2%

CC(C)NC(=O)Nc1cccc2c1O[C@H](CN(C)C(=O)NC1CCCCC1)[C@@H](C)CN([C@H](C)CO)C2=O
  CXXC DNA block: /	TRPV1 ag: /	GALK inh: /	USP2a block: 1%	KCNH2 3.1 block: -3	Menin-MLL TR inh: /	PKM2 activator: /	hERG WT inh: 12	Giardia killer: 53[activator]	FBPA coupling cs: /	B2AR arrestin: -0.3%

From PubChem
